High-throughput results (PubChem)
S3 lipid droplet = qHTS Assay for Lipid Storage Modulators in Drosophila S3 Cells; Drosophila S3 cells, BODIPY lipid droplet fluorescence, 18-24 h; cells fed with added oleic acid; Potency in µM for hits, for the others lipid storage change, negative = inhibition, % at the top dose, mostly 46.1 µM; 320,000 compounds, 0.64% hits; AID 2685; active means well fitted inhibition curve with a large enough effect in the signal ratio, with a control signal flat, not every such curve was filed as active; inconclusive means small, poorly fitted or top-dose-only effect, or effect the other way, or a change in a side signal; the % refers to the signal ratio
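Drosophila S3 cells loaded with oleic acid (400 uM, as added) and compounds at several concentrations; lipid droplets imaged by 488-nm laser-scanning cytometry, 500–530 nm intensity and object ratio to cell channel. Percent activity normalized to 20 uM Triacsin C.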
S3 lipid droplet cell count max = further read-out of S3 lipid droplet, marked with its call; cell number change, %; measured here: cell count max response;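 cells counted by Cell Tracker Red CMTPX staining in the red channel; peak over a dose series mostly up to 46.1 µM; percent activity relative to internal control wells on each plate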
* hit, by the source's call; i = inactive; ? = inconclusive; · = not tested or not shown. On the % scale 0 is the no-effect control and ±100 the full control effect; potency means the concentration at half of the fitted maximal effect.

SMILES	S3 lipid droplet	S3 lipid droplet cell count max
COC(c1ccccc1)c1nnc(CCC(=O)NC2C3CC4CC(C3)CC2C4)o1 (stereo not given)	?	·
CCOC(=O)c1cnc2c(C)cccc2c1Nc1ccc(N2CCOCC2)cc1	?	·
CCCCCCCOC(=O)C1=C(C)Nc2ncnn2C1c1cccs1 (stereo not given)	?	·
COc1ccc(C(=O)OCC(=O)NC(C)CCc2ccccc2)c(OC)c1 (stereo not given)	?	·
O=C(O)C1CC=CCC1C(=O)NNc1c(Cl)cc(Cl)cc1Cl (stereo not given)	?	·
S=C(NCc1ccccc1)NCC1COc2ccccc2O1 (stereo not given)	i	·
c1ccc(-n2c(SCC3CCCCO3)nnc2-c2cccs2)cc1 (stereo not given)	12.7%	1.1
O=C(Cn1c(C(F)(F)F)nc2ccccc21)c1ccc(F)cc1	10.7%	-8.5
O=C(NCC(c1ccco1)N1CCc2ccccc2C1)c1ccc(Cl)c([N+](=O)[O-])c1 (stereo not given)	?	·
COc1ccc(OC)c(/C=N/NC(=O)c2cc[n+](Cc3ccccc3)cc2)c1	?	·
COc1ccccc1CNC(=O)CSc1ccc(C)cc1	-3.3%	-8.6
COc1ccc(NC(=O)CSc2nnc(Cc3cccn3C)n2CCc2ccccc2)cc1OC	-7.5%	-18.8
O=C(Oc1ccccc1C(=O)Oc1ccccc1)c1ccco1	?	·
CCCC1=C(C(=O)OCC)C(c2ccccc2OCC)NC(=O)N1C (stereo not given)	20.1%	-22.8
CCOC(=O)C1CCN(C(c2cc3ccc(C)cc3[nH]c2=O)c2nnnn2C2CCCCC2)CC1 (stereo not given)	?	·
COc1ccc(CNc2nc3c(c(=O)[nH]c(=O)n3C)n2Cc2ccccc2)cc1	?	·
O=Cc1cn(CC(=O)Nc2ccccc2)c2ccccc12	5.8%	-23.0
O=C(NNC1=C(C(=O)C(F)(F)F)CCC1)c1ccccc1O	i	2.1
COc1ccccc1-c1cc(C(=O)Nc2c(C)n(C)n(-c3ccccc3)c2=O)no1	?	·
O=C(CSc1ncnc2c1nnn2Cc1ccc(F)cc1)NC1CCCCC1	20.6µM*	-16.3*
O=C(NCc1ccc(F)cc1)C1CCC(CNc2c(N3CCCCC3)c(=O)c2=O)CC1 (stereo not given)	?	·
CC(=O)Nc1nc(N)n(-c2ccccc2)n1	-12.7%	4.1
O=C(NCCC1=CCCCC1)C1CCN(C(=O)Cc2ccccc2)CC1	?	·
O=C(CSc1ccc2ccccc2c1)NCCCN1CCCC1=O	?	·
COc1ccc(Cl)cc1NS(=O)(=O)c1cccc(C(=O)NCCCN2CCCC2=O)c1	-19.3%	17.1

Three entries out of the list above, ordered by their value in S3 lipid droplet cell count max, largest number first:
SMILES,S3 lipid droplet cell count max
c1ccc(-n2c(SCC3CCCCO3)nnc2-c2cccs2)cc1 (stereo not given),1.1
O=C(Cn1c(C(F)(F)F)nc2ccccc21)c1ccc(F)cc1,-8.5
COc1ccccc1CNC(=O)CSc1ccc(C)cc1,-8.6

(listing goes on)
SMILES	S3 lipid droplet	S3 lipid droplet cell count max
C=C(C)CN(Cc1ccccc1)C(=S)Nc1ccccc1	-15.4%	-16.9
Cc1ccc(NC(=O)C2COc3ccccc3O2)cc1S(=O)(=O)N1CCOCC1 (stereo not given)	15.4%	-5.8
COc1ccc(C2NC(=O)NC(O)(C(F)(F)F)C2C(=O)c2ccc(F)cc2)cc1 (stereo not given)	?	·
O=C(NC1CCCC1)c1noc2c1CCCCC2	?	·
COc1cc(CNCc2ccccn2)ccc1OCc1ccc(Cl)c(Cl)c1	?	·
CC(Sc1nnc(NC2CCCCC2)s1)C(=O)N1CCOCC1 (stereo not given)	?	·
O=C(N=C1SC2CS(=O)(=O)CC2N1Cc1ccc(Cl)cc1)C1CCCO1 (stereo not given)	?	·
COC(=O)C1=C(C)NC(C)=C(C(=O)OCC2CCCO2)C1c1ccc(Cl)c([N+](=O)[O-])c1 (stereo not given)	?	·
COc1ccc(S(=O)(=O)N2CCOCC2)cc1NC(=O)COC(=O)C1CC2CCCC(C1)C2=O (stereo not given)	?	·
CC1=C(C(=O)N2CCc3ccccc32)C2(CCC(C)CC2)OC1=O (stereo not given)	-2.8%	-7.5
O=C(CCCn1c(=O)[nH]c2cc(Cl)ccc2c1=O)NCCN1CCN(c2ccccc2)CC1	5.0%	10.2
C=CCOC(=O)/C(=C\c1ccc(OC)cc1)NC(=O)c1ccco1	13.2%	·
CC1CN(CCC(=O)Nc2ccc3c(c2)OCO3)CC(C)O1 (stereo not given)	13.9%	1.5
COc1ccc(CNC(=O)COC(=O)CC2CCCC2)cc1	?	·
CCOC(=O)c1c(C)[nH]c(C(=O)OC(C)C(=O)Nc2ccccc2OC)c1C (stereo not given)	?	·
O=C1CC(c2ccccc2)n2nc(N3C(=O)c4ccccc4C3=O)nc2N1 (stereo not given)	?	·
Cc1cccc(NC(=O)CN2C(=O)NC(C)(c3ccc4ccccc4c3)C2=O)n1 (stereo not given)	?	·
CN(C)c1ccc(/C=C/C=C2/SC(=S)N(c3ccccc3)C2=O)cc1	?	·
COc1ccc(S(=O)(=O)N2CCCCCC2)cc1C(=O)NCc1ccc(C)cc1	?	·
COCCNC(=O)C(c1ccc(C)cc1)N(C(=O)CCC(=O)Nc1ccccn1)C1CCCCC1 (stereo not given)	?	·
COc1ccccc1C(CNC(=O)C1CC(=O)N(Cc2ccccc2)C1)N1CCCC1 (stereo not given)	-5.6%	-5.1
CCc1ccc(N2C(=O)Nc3ccccc3C2(O)C(=O)N2CCN(c3ccccn3)CC2)cc1 (stereo not given)	i	·
CC1(C)O[C@@H]2C[C@H]3[C@@H]4C[C@H](F)C5=CC(=O)CC[C@]5(C)[C@H]4[C@@H](O)C[C@]3(C)[C@]2(C(=O)CO)O1	?	·
CC(=O)c1cccc(NC(=O)COc2ccccc2C(=O)c2cc(C#N)c(=O)n(C3CCCCC3)c2)c1	?	·
C=C(C)COc1ccc(-c2nc(N)nc(C)c2-c2ccc(OC)cc2)c(O)c1	?	·

Random excerpt: four entries already listed, in no set order.
SMILES	S3 lipid droplet	S3 lipid droplet cell count max
CCOC(=O)c1c(C)[nH]c(C(=O)OC(C)C(=O)Nc2ccccc2OC)c1C (stereo not given)	?	·
CC(Sc1nnc(NC2CCCCC2)s1)C(=O)N1CCOCC1 (stereo not given)	?	·
COc1ccc(S(=O)(=O)N2CCOCC2)cc1NC(=O)COC(=O)C1CC2CCCC(C1)C2=O (stereo not given)	?	·
CN(C)c1ccc(/C=C/C=C2/SC(=S)N(c3ccccc3)C2=O)cc1	?	·

Additional results follow:
SMILES	S3 lipid droplet	S3 lipid droplet cell count max
CC(CNCC1CCCO1)COc1cccc2ccccc12 (stereo not given)	-7.2%	8.4
COc1ccc2nc(C)cc(SCC(NC(C)=O)C(=O)OC(C)C)c2c1 (stereo not given)	-14.5%	10.3
CCCc1nc2sc3ccccc3c(=O)c2c(=O)n1Cc1ccco1	?	·
CCNC(=S)NNC(=O)c1csc(C)c1	?	·
Oc1c(C=C2N=c3ccccc3=N2)sc(=S)n1C1CCCC1	-7.7%	-13.2
CC(C)CNC(=S)NC(=O)c1ccc(F)cc1	13.6%	18.9
CC(C)Cn1c(CCC(=O)O)ccc1-c1cccs1	1.1%	7.7
COc1ccc(OC)c(NC(=O)C(=S)NC2CCCCC2)c1	?	·
CCOC(=O)C1(C(F)(F)F)N=C(C(F)(F)F)Nc2ccccc21 (stereo not given)	?	·
CCCN(CCC)c1ncnc2nc[nH]c12	?	·
C/C(Cn1cnc([N+](=O)[O-])n1)=N/NC(=O)COc1c(Cl)cc(Cl)cc1Cl	?	·
COC(=O)c1cn(N(C)c2ncc(C(F)(F)F)cc2Cl)c(=O)c2ccccc12	i	·
CCN(CC)C(=N)/C(C#N)=N/Nc1ccc(C)cc1	11.6%	-3.1
CCCCCCOc1cccc(N)c1	?	·
Nc1ncnc(Nc2c(F)cccc2F)n1	-3.1%	18.5
CC(=O)Oc1ccccc1C(=O)Nc1ccccc1C(=O)N1CCCC1	i	-28.2
CCOC(=O)N1CCN(Cc2cc(Cl)c3cccnc3c2O)CC1	?	·
C#CCOCCOCCOCCNc1nc(N2CCN(C(=O)[C@H](CCCCN)n3cc([C@@H](N)C(C)CC)nn3)CC2)nc(N2CCN(C(=O)[C@H](CCCCN)n3cc([C@@H](N)CC(C)C)nn3)CC2)n1 (stereo not given in full)	-5.3%	9.8
COc1cc(CNc2nc3c(C)cc(C)cc3s2)ccc1O	-2.1%	-26.5
Cc1ccc(F)c(NC(=O)CCc2ccccc2)c1	i	·
CC(C(=O)Nc1ccccc1-c1ccccc1)N(C)Cc1nc2ccccc2c(=O)[nH]1 (stereo not given)	i	8.6
CCN(CC(=O)Nc1c(F)cccc1F)C(=O)CSc1ccccc1	?	·
O=C(NCCCN1CCN(CCCNC(=O)c2cc([N+](=O)[O-])ccc2Cl)CC1)c1cc([N+](=O)[O-])ccc1Cl	?	·
COc1ccc(-n2c(C)cc(/C=N/Nc3nnc(C)n3N)c2C)cc1	?	·
CC1(C)Cc2c(sc(NC(=O)c3ccc(S(=O)(=O)N4CCCCCC4)cc3)c2C(N)=O)C(C)(C)N1	i	-20.1
SMILES	S3 lipid droplet	S3 lipid droplet cell count max
O=C(N1CCCCC1)N1CCN(C(c2ccccc2)c2ccccc2)CC1	?	·
CC[C@H]1CN2CCc3cc(OC)c(OC)cc3[C@@H]2C[C@@H]1C[C@H]1NCCc2cc(OC)c(OC)cc21	?	·
O=C(COc1ccccc1)NCC(=O)N/N=C/C=C/c1ccccc1	13.2%	0.3
N#Cc1nc(COc2ccc(F)cc2)oc1NCCCn1ccnc1	?	·
C=CCn1nc([N+](=O)[O-])nc1Sc1cccc2cccnc12	?	·
CCOC(=O)Cc1nn(CCc2ccccn2)c(=O)c2ccccc12	?	·
Cc1ccc(O)c(C2=Nc3ccccc3N=C(c3cccs3)C2)c1	?	·
O=C(c1c(O)c2ccccc2oc1=O)C1CCCCC1	-0.7%	4.8
COc1cc(S(=O)(=O)NCCCn2ccnc2)ccc1Cl	-18.3%	2.5
CCc1ccc(NC(=O)C2=CC(c3cccs3)=NS(=O)(=O)N2C)cc1	20.6µM*	·
CCC(Sc1n[nH]c(=O)[nH]c1=O)C(=O)OCc1ccccc1 (stereo not given)	?	·
CCc1nnc(NS(=O)(=O)c2ccc(NC(=S)NC(=O)/C=C/c3ccc(OC)cc3)cc2)s1	-6.2%	4.1
O=C(CCc1nnc(C2CCCCC2)o1)N1CCCCC1CCn1cccn1 (stereo not given)	-8.0%	15.4
CS(=O)(=O)Nc1cccc(C(=O)CC2(O)C(=O)Nc3ccc(Br)cc32)c1 (stereo not given)	?	-19.2
C/C(=N\N)c1c(-c2ccccc2)c2cc(Br)ccc2[nH]c1=O	17.1%	2.8
Cc1ccc(S(=O)(=O)CCC(=O)OCC(=O)c2c(C)[nH]c3ccccc23)cc1	4.4%	16.0
Cc1ccc(N2CCN(C(=O)c3ccccc3Br)CC2)c(C)c1	i	·
COc1cc(NC(=S)Nc2cccnc2)cc(OC)c1	?	·
CCOC(=O)c1oc2nc(CC(C)C)c3c(c2c1N)CCC3	11.0%	-0.5
O=C(CN1CCOCC1)Nc1ccc(S(=O)(=O)NC2CCCCC2)cc1	2.8%	-27.7
CCCCNC(=O)C1CCC(CNS(=O)(=O)c2cccc3nsnc23)CC1 (stereo not given)	i	0.6
C[C@@H](NC(=O)c1nc[nH]c1C(=O)N1CCN(c2ccccc2)CC1)c1ccccc1	6.7%	-2.2
Cn1c(=O)[nH]c(=O)c2c1nc(N1CCOCC1)n2CCSc1nc2ccccc2[nH]1	-7.6%	-9.7
CCOc1ccc(N2C(=O)CC(NCc3ccc(S(N)(=O)=O)cc3)C2=O)cc1 (stereo not given)	1.7%	6.8
COc1ccc(CN(Cc2cccn2C)C(=O)c2cc3cc(OC)ccc3[nH]2)cc1	?	·

Arranged by molecular weight (falling): some entries from above
SMILES	S3 lipid droplet	S3 lipid droplet cell count max
COc1ccc(CN(Cc2cccn2C)C(=O)c2cc3cc(OC)ccc3[nH]2)cc1	?	·
Cc1ccc(S(=O)(=O)CCC(=O)OCC(=O)c2c(C)[nH]c3ccccc23)cc1	4.4%	16.0
N#Cc1nc(COc2ccc(F)cc2)oc1NCCCn1ccnc1	?	·
CCOC(=O)Cc1nn(CCc2ccccn2)c(=O)c2ccccc12	?	·
CCOC(=O)c1oc2nc(CC(C)C)c3c(c2c1N)CCC3	11.0%	-0.5

More results.
SMILES	S3 lipid droplet	S3 lipid droplet cell count max
Cn1sc(NC(=O)c2ccccc2Cl)nc1=O	?	·
O=C(CN1C(=O)c2ccccc2C1=O)Nc1cc([N+](=O)[O-])ccc1O	?	·
COc1ccc(OC)c(Cc2nnc(CCC(=O)NC(C3CC3)C3CC3)o2)c1	11.2%	-13.4
Cc1ccc(S(=O)(=O)NCC2CCC(C(=O)NCc3ccc4c(c3)OCO4)CC2)cc1 (stereo not given)	?	·
CC(C)(C)NC(=O)/C(=C\c1cccnc1)NC(=O)c1ccco1	-1.6%	-7.0
O=C(CCN1C(=O)c2ccccc2C1=O)Nc1ccc(-c2nc3ccccc3s2)cc1	9.3%	8.9
COc1ccc(NC(=S)Nc2cccc([N+](=O)[O-])c2)cc1	-1.3%	1.0
COc1ccc(Cl)cc1NC(=O)c1ccoc1C	-15.6%	2.2
COc1cc(/C=N/Nc2nc(=O)[nH]nc2C)ccc1O	?	·
O=C(/C=C/c1ccc(Cl)cc1Cl)OCC(=O)N1CCCC1	?	·
CCOC(=O)c1cccc(NC(=O)c2cc3ccccc3o2)c1	?	·
Cc1cc(Cl)ccc1NC(=S)NCCCN1CCCC1=O	18.7%	7.0
Cc1ccc2c(c1)cc1c(=O)n(CC(=O)NCc3ccccn3)nc(C)n12	?	·

These rows are one share of the data; the hit share may differ from the screen's.
